Assay outcomes deposited in PubChem BioAssay by NCI.
All columns: NCI-60 one-dose screen, growth in % after 48 h at 10 µM unless noted; 100 = growth as untreated, 0 = no growth, -100 = all killed.
RPMI-8226: RPMI-8226 leukemia cells | AID 1794781 | hit rate 7.5% among 77,000
SR: SR leukemia cells; hit rate 8.7% among 73,000
MDA-MB-468: MDA-MB-468 breast cancer | hit rate 8.5% among 78,000 | AID 2202374
MOLT-4: MOLT-4 leukemia cells. AID 1794779. hit rate 6.9% among 80,000
CCRF-CEM: CCRF-CEM leukemia | AID 1794778 | hit rate 7% among 77,000
K-562: K-562 leukemia; hit rate 7.4% among 78,000
HOP-62: HOP-62 NSCLC; hit rate 3.9% among 80,000; AID 1794735
MDA-MB-435: MDA-MB-435 melanoma. AID 1794794. hit rate 7.8% among 82,000
Active calls of the source: *; x = no result given; & = joins results of further samples; ! = not active in a repeat. Rule for the calls: active = growth percent below 10; inactive = the rest. Compounds as they come. About 15% of those tested had a hit in this group.

entry	Molecule	RPMI-8226	SR	MDA-MB-468	MOLT-4
1	C=C(C)[C@@H]1CC[C@]2(C)[C@H](CC=C3[C@@H]4[C@@H](C)[C@H](C)CC[C@]4(C(=O)OC)CC[C@]32C)[C@@]1(C)CC/C(N)=N/O	78.3	36.3	76.1	50.7
2	CC(C)CCCN(CCCC(C)C)CC(O)c1cc2c(c3ccccc13)CCCC2 (centres undefined)	73.7	37.0	67.1	77.8
3	NC(=O)C1=C(N=C2CCCCC2)CCCC1	97.2	93.6	113.7	104.9
4	Cc1cc(=O)oc2ccc(C(C)(C)C)cc12	105.4	98.1	90.0	120.9
5	Nc1cccc(-c2nc3sccn3c2-c2ccnc(NCCNS(=O)(=O)c3ccc(C(F)(F)F)cc3)n2)c1	61.7	35.4	51.4	45.6
6	COc1cccc(C=O)c1OC1CCC(=O)N1 (centres undefined)	107.9	94.2	112.5	97.6
7	COc1cc2oc(-c3cccc(NC(=O)c4cc(NC(=O)[C@H](C)NC(=O)OC(C)(C)C)ccc4Br)c3)cc(=O)c2c(OC)c1OC	45.4	41.7	64.9	44.9
8	COc1c2c(c(OC)c3c1OCO3)C(c1ccc(Br)cc1)=NC(C)C2 (centres undefined)	56.3	79.9	x	40.3
9	O=C(c1ccc(-n2c(=O)[nH]c3ccccc3c2=O)cc1)N1CCOCC1	120.0	x	94.7	x
10	CCCCCOc1ccc(/C=N/Nc2cc(C)nc3ccc(Cl)cc23)cc1	-23.1*	-21.9*	-29.0*	-38.9*
11	O=C1CCC/C=C\C[C@H]2C=CC(=O)/C2=C/C[C@H](CCc2cccc(C(F)(F)F)c2)O1	x	-4.7*	-38.3*	-18.6*
12	COc1cccc(CNc2ccc(Cl)cc2)c1O	92.6	89.7	88.5	80.2
13	CO[C@H]1C[C@H](O[C@H]2[C@H](C)[C@@H](OC3O[C@H](C)C[C@H](N(C)C)[C@H]3OC(C)=O)[C@@H](C)C[C@]3(CO3)C(=O)[C@H](C)[C@@H](OC(C)=O)[C@@H](C)[C@@H](C)OC(=O)[C@@H]2C)O[C@@H](C)[C@@H]1OC(C)=O (some centres undefined)	x	115.0	100.6	104.8
14	O=Cc1cccc(Cl)c1Cl	107.6	98.5	127.6	103.5
15	CN1C(=O)C2(C(C#N)=C(c3ccc(Cl)cc3)Nc3c2c(-c2ccccc2)nn3-c2ccccc2)c2ccccc21 (centres undefined)	60.3	29.6	95.4	64.4

entry	CCRF-CEM	K-562	HOP-62	MDA-MB-435
1	41.4	72.6	62.5	101.4
2	84.5	64.0	82.0	95.0
3	105.3	109.5	95.1	111.6
4	119.7	115.6	98.6	96.4
5	41.8	47.2	49.6	27.0
6	99.1	99.1	102.9	95.0
7	51.6	49.2	88.4	79.2
8	70.3	x	93.9	62.1
9	107.6	x	133.9	101.9
10	1.7*	-33.0*	29.7	-75.6*
11	4.3*	0.3*	-73.7*	-42.1*
12	87.1	54.6	85.8	87.7
13	x	x	103.5	102.6
14	112.2	107.8	91.2	112.5
15	75.6	40.8	44.5	97.1

(listing goes on)
entry	Molecule	RPMI-8226	SR	MDA-MB-468	MOLT-4
16	Cc1ccccc1N=Nc1ccc2c(S(=O)(=O)O)cccc2c1O	102.5	100.0	105.6	103.8
17	Cc1ccc2nc([C@@H](C)[C@H]3CC[C@H]4[C@@H]5CCC6=CC(=O)CC[C@]6(C)[C@H]5CC[C@]34C)[nH]c2c1	55.4	93.9	93.1	55.3
18	CC(C)=CCc1cc(/C=C2\OC(=O)C(c3cc4c(cc3O)OC(C)(C)CC4)=C2O)ccc1O	86.2	86.7	x	90.6
19	O=C(Nc1cccc([N+](=O)[O-])c1)Nc1cccc([N+](=O)[O-])c1	12.4&31.9	38.2&88.7	7.9*!	9.2*!
20	COc1ccc(OC)c(C2C(C#N)=C(N)Oc3c2c(N)nn3-c2ccccc2)c1 (centres undefined)	92.2	100.8	101.6	94.4
21	C=C(C)[C@@H]1CC[C@]2(CO)CC[C@]3(C)[C@H](CC[C@@H]4[C@@]5(C)CCC(NCCc6ccc(O)cc6)C(C)(C)[C@@H]5CC[C@]43C)[C@@H]12 (some centres undefined)	-53.5*	-46.8*	-91.7*	-43.8*
22	Cn1cc(NCCO[C@H]2Cc3cc4ccc(=O)oc4cc3OC2(C)C)c(C(N)=O)n1	106.4	96.6	108.3	97.8
23	CC(OC=O)C(=O)O (centres undefined)	93.7	96.6	100.3	102.0
24	O=C1Nc2ccccc2/C1=C/C(=O)c1ccc(N2CCCCC2)cc1	26.9	16.9	80.0	-6.8*
25	COc1ccc(/C=c2\c(=O)n(-c3ccccc3)c3nnc(-n4nc(SC)nc4N)n23)cc1	100.9	107.3	115.9	106.8
26	O=C1C(Cl)=C(Nc2ccccn2)C(=O)c2ccccc21	56.5	81.4	37.1	62.8
27	Nc1cc(=O)n(CC(=O)Nc2ccccc2)n1S(=O)(=O)c1ccccc1	92.2	98.2	113.3	96.8
28	Cn1c(=O)c2c(nc(Sc3nc(N)cc(=O)[nH]3)n2Cc2ccc(F)cc2)n(C)c1=O	88.2	103.4	102.2	87.1
29	CCSc1nnc(-c2c(C)nc3ccc(Br)cn23)o1	92.9	x	68.4	91.3
30	COc1ccc(C(=O)c2c(N)c(C#N)cn2-c2ccccc2OC)cc1	35.9	16.1	31.0	30.5

entry	CCRF-CEM	K-562	HOP-62	MDA-MB-435
16	104.9	105.1	93.0	107.1
17	80.0	52.5	93.8	80.9
18	68.1	58.2	101.4	109.3
19	15.5&69.7	15.3&57.6	88.2&92.7	63.1&90.3
20	98.0	93.4	96.7	104.0
21	-41.3*	-51.2*	-77.5*	-92.4*
22	106.0	107.2	106.0	98.5
23	93.1	89.9	95.0	100.3
24	5.2*	68.2	101.7	88.2
25	102.7	106.0	95.6	114.7
26	56.4	29.6	46.9	-81.4*
27	92.1	99.9	x	104.1
28	87.7	92.5	100.5	102.0
29	102.1	101.4	76.6	107.6
30	19.9	13.3	56.3	-27.8*

More structures:
entry	Molecule	RPMI-8226	SR	MDA-MB-468	MOLT-4
31	COc1ccc2c(c1)c(-c1nc(-c3c[nH]c4ncccc34)cs1)cn2CCCN1CCOCC1	0.7*	6.6*	42.0	-1.0*
32	CC(=O)Nc1cccc(S(N)(=O)=O)c1C	x	108.6	103.5	92.2
33	Nc1[nH]c(=O)[nH]c(=O)c1Br	95.8&99.5	97.0&100.6	102.2&108.8	103.1&93.7
34	COc1cccc(NC(=O)c2cccc(-c3cc(=O)c4c(OC)c(OC)c(OC)cc4o3)c2)c1	17.0	41.9	79.0	48.5
35	COc1ccc(C2C(C#N)=C(N)OC3=C2C(=O)c2ccccc2C3=O)cc1 (centres undefined)	98.3	85.7	102.8	98.0
36	Cc1cccc(C)c1NC(=O)Nc1cccc(C(F)(F)F)c1	92.1	70.0	90.9	96.7
37	COc1ccc(OC)c(CCn2cncc2-c2c[nH]c3cc(Br)ccc23)c1	16.7	13.6	-5.7*	16.2
38	CCC(NC(C)C)C(O)c1ccc(O)c(O)c1 (centres undefined)	77.0	x	75.3	97.9
39	CSc1ncc(-c2ccccc2)cn1	102.2	105.0	103.1	106.2
40	COc1ccc(CNc2cccc3[nH]c(C(F)(F)F)nc23)cc1OC	62.0	80.8	89.4	69.3
41	Cc1ccc(S(=O)(=O)NNc2c3ccccc3nc3ccc(Cl)cc23)cc1	80.6	95.8	54.8	81.8
42	Cc1ccc(C)c2c1sc1nc(Nc3ccc(Cl)cc3)c(C#N)c(=O)n12	90.4	90.2	93.5	83.5
43	COc1ccc(C2OC(=O)C(O)=C2I)cc1OC (centres undefined)	85.3	67.5	x	84.9
44	CCN(CC)CCn1c2ccc(OC)cc2c2sc3cc(OC)ccc3c(=O)c21	11.8	1.4*	14.5	3.8*
45	C/C(=C(/c1ccc(O)cc1)c1ccc(OCCN(C)C)cc1)c1ccccc1	85.1	63.7	58.4	32.8

entry	CCRF-CEM	K-562	HOP-62	MDA-MB-435
31	13.1	-5.1*	28.9	47.0
32	85.3	95.0	121.7	112.5
33	95.7&103.2	97.4&90.4	91.8&108.8	103.7&103.3
34	40.5	40.3	59.5	81.2
35	105.7	x	67.3	108.9
36	122.4	88.3	97.7	99.2
37	36.8	7.3*	38.0	11.8
38	69.8	x	104.0	107.6
39	98.1	106.8	99.3	98.0
40	77.8	65.6	88.9	105.9
41	93.9	79.4	111.5	105.5
42	94.6	118.3	103.0	109.6
43	49.2	89.5	105.9	95.3
44	15.0	4.6*	38.1	35.7
45	94.3	36.6	79.8	77.2

(continued)
entry	Molecule	RPMI-8226	SR	MDA-MB-468	MOLT-4
46	CC[C@]12C=CCN3CC[C@]4(C(=C(C(=O)OC)C1)Nc1cc5c(cc14)[C@@H]1[C@H](O5)[C@@H](O)[C@@]4(CC)CC(C(=O)OC)=C5Nc6cc(O)ccc6[C@@]56CCN1C46)C32 (some centres undefined)	-10.2*	5.7*	-51.0*	8.5*
47	OCC1OC(n2cnc3c2NC=NC[C@H]3O)CC1O (some centres undefined)	98.5	77.0	100.7	82.7
48	O=C(O)c1ccc2c(c1Nc1ccc(-c3ccc(Nc4c(C(=O)O)ccc5c4C(=O)c4ccccc4C5=O)cc3)cc1)C(=O)c1ccccc1C2=O	103.6	103.1	106.2	98.5
49	N#Cc1ccc(O)c(C2=NCC(c3ccccc3)O2)c1 (centres undefined)	33.3	38.0	32.3	18.7
50	CNC(=S)c1ccc(-c2cnc3ncc(Cc4ccc5ncccc5c4)n3n2)cc1F	79.6	83.7	78.9	67.6
51	CSc1ccc(NCc2cn(-c3ccc(C(=O)O)cc3)nc2-c2cc(C(F)(F)F)cc(C(F)(F)F)c2)cc1	68.6	87.8	107.7	76.5
52	O=c1[nH]c2ccc(Cl)cc2cc1CSc1cccc(Nc2nccc(-c3ccc4ccccc4c3)n2)c1	99.1	96.6	79.5	88.2
53	CC(=O)Nc1ccccc1-c1ccccc1	104.7	155.9	x	192.8
54	CC1CC(C)(C)OB(OC(C)CC(C)(C)OB2OC(C)CC(C)(C)O2)O1 (centres undefined)	100.0	96.9	105.3	99.2
55	OC(CBr)C(O)C(O)C(O)CBr (centres undefined)	107.7	112.6	94.2	108.1
56	NC1C=C(O)N=C2SCN(C(c3ccccc3)c3nc4ncncc4[nH]3)CN21 (centres undefined)	111.8	111.3	100.0	107.6
57	O=C(Nc1ccc(F)cc1)c1cc([N+](=O)[O-])ccc1O	32.4	83.7	56.3	63.3
58	N#C/C(=C/c1ccco1)C(=O)O	97.5	91.9	96.7	97.7
59	CCCCNC(C)c1ccccc1 (centres undefined)	18.2	106.2	69.6	132.5
60	O=C(NCc1cccc(C(F)(F)F)c1)[C@H](CCC(=O)N1CCN(C2CCCCC2)CC1)N1C(=O)[C@@H](N2C(=O)OC[C@@H]2c2ccccc2)[C@H]1/C(Cl)=C/c1ccccc1	14.1	-36.3*	-5.2*	21.4

entry	CCRF-CEM	K-562	HOP-62	MDA-MB-435
46	6.8*	3.4*	16.6	-38.2*
47	120.8	85.4	94.0	108.0
48	99.0	99.7	105.0	113.6
49	28.1	23.4	29.7	57.8
50	89.4	69.0	87.0	106.4
51	88.2	82.7	100.1	96.6
52	92.0	92.7	89.3	101.4
53	107.7	103.3	101.8	85.6
54	103.8	96.1	91.6	107.4
55	103.1	107.5	102.4	110.9
56	111.0	106.0	101.5	104.3
57	59.5	45.3	65.2	72.2
58	92.6	85.6	97.3	102.3
59	61.9	102.5	101.0	96.8
60	33.9	31.5	55.6	52.1

Structures from the list above containing a COOH group, in the order listed:
entry	Molecule	RPMI-8226	SR	MDA-MB-468	MOLT-4
23	CC(OC=O)C(=O)O (centres undefined)	93.7	96.6	100.3	102.0
48	O=C(O)c1ccc2c(c1Nc1ccc(-c3ccc(Nc4c(C(=O)O)ccc5c4C(=O)c4ccccc4C5=O)cc3)cc1)C(=O)c1ccccc1C2=O	103.6	103.1	106.2	98.5
51	CSc1ccc(NCc2cn(-c3ccc(C(=O)O)cc3)nc2-c2cc(C(F)(F)F)cc(C(F)(F)F)c2)cc1	68.6	87.8	107.7	76.5
58	N#C/C(=C/c1ccco1)C(=O)O	97.5	91.9	96.7	97.7

entry	CCRF-CEM	K-562	HOP-62	MDA-MB-435
23	93.1	89.9	95.0	100.3
48	99.0	99.7	105.0	113.6
51	88.2	82.7	100.1	96.6
58	92.6	85.6	97.3	102.3

Next section:
entry	Molecule	RPMI-8226	SR	MDA-MB-468	MOLT-4
61	Nc1nc(N)c2cc([N+](=O)[O-])ccc2n1	93.0&104.8	94.8	97.5&107.7	99.0&94.9
62	CCCCN(CCCC)C(C)CO (centres undefined)	105.7	99.7	96.1	101.1
63	CCCCOc1ccc(C(=O)OCC(CC)NCCC)cc1N (centres undefined)	108.4	113.7	91.7	99.3
64	O=C(Nc1cccc(Cl)c1)Nc1cc(C(F)(F)F)ccc1Cl	-14.0*	x	1.3*	10.1
65	COc1cc(C2CC(c3ccc(Cl)cc3)=NN2C(C)=O)ccc1Oc1ccnc2cc(Cl)ccc12 (centres undefined)	87.3	76.4	67.4	97.4
66	CN(C)CCOC1(Cc2ccc(F)cc2)CCC(C(C)(C)C)CC1 (centres undefined)	100.8	75.8	92.5	83.8
67	CC1CN(CCNC(=O)n2cc(-c3ccncc3)c(-c3ccc(Cl)c(O)c3)n2)CC(C)O1 (centres undefined)	x	93.5	103.1	103.1

entry	CCRF-CEM	K-562	HOP-62	MDA-MB-435
61	93.0&84.5	113.8&99.9	94.0&98.4	104.5&110.8
62	105.1	111.0	108.2	101.3
63	95.8	104.0	74.7	108.4
64	17.0	16.4	41.3	8.1*
65	87.1	65.3	23.1	62.0
66	91.4	83.9	76.8	88.5
67	96.3	97.2	113.3	96.0
